ARNT TACC3 PPI: disruptors of ARNT/TACC3 protein interaction, primary screen, biochemical, AlphaScreen, single concentration; hit rate 0.66% among 390,000; AlphaScreen His-ARNT PAS-B/GST-TACC3 binding, luminescence; TACC3 fragment carries E629A point mutation; inhibition, % at 9.99 µM;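 active means mean inhibition of replicates at least 50% and at least half of replicates each reaching 50%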;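 further: 0% = complete ARNT plus TACC3 wells and 100% = ARNT alone without TACC3; many hits fall short of the cut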
INS-1E GSIS act: GLuc luminescence reporter in INS-1E cells, primary screen for activators of glucose-dependent secretion of insulin. activation, % at 16.6 µM. hit rate 0.61% among 370,000. AID 743287, 2014. INS-1E GLuc reporter insulin secretion, 2-3 h;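 active means lowest replicate activation of at least 40%, so every replicate reaches that level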;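 further: 0% = median of neutral control wells and 100% = median of IBMX positive control wells; some compounds called inactive have numbers as strong as hits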
The depositor's hits bear a star.

SMILES | ARNT TACC3 PPI | INS-1E GSIS act
O=C(Nc1ccccc1)c1ccc2c(c1)OCO2 | 1 | 1
Cc1csc(SCC(=O)Nc2cc(S(=O)(=O)N3CCCC3)ccc2Cl)n1 | -3 | 2
COC(=O)c1nnn(-c2nonc2N)c1CN1CCc2ccccc21 | -2 | 12
O=C(c1ccco1)N1C2C=CC(C2)C1(C(F)(F)F)C(F)(F)F (stereo not drawn) | -1 | -1
Cc1ccccc1Nc1nc(N)nc(CSc2nc3ccccc3c(=O)n2C)n1 | -1 | 6
Cn1c(CCNC(=O)c2cccs2)nnc1SCC(=O)N1CCN(c2ccccc2)CC1 | -10 | -8
CCCCn1c(SCC(=O)N2CCCCC2)nc2cc(S(N)(=O)=O)ccc21 | -3 | 16
COc1cc(CN2CCN(c3cccc(Cl)c3)CC2)cc(OC)c1OC | -18 | -11
Cc1cccc(C(=O)N2CCN(c3ncnc4c3cnn4-c3ccccc3)CC2)c1 | 2 | -19
COc1cccc2[nH]c3c(N4CCCCC4)ncnc3c12 | 3 | 17
Cc1cc(=O)[nH]c(=S)n1-c1ccccc1 | -2 | 36
O=C(Nc1cc(Cl)ccc1Cl)c1ccc(OC(=O)c2ccco2)cc1 | -3 | 23
O=C(Nc1ccccc1)c1ccc(S(=O)(=O)N2CCCC2)cc1 | 2 | 12
Cc1ccc(S(=O)(=O)n2cnc3cc([N+](=O)[O-])ccc32)cc1C | -10 | -2
CC12CC3(C)CC(C)(C1)CC(C(=O)Nc1nn[nH]n1)(C2)C3 | 16 | 4
COC(=O)c1ccc2c(=O)n(CC3CCCO3)c(=S)[nH]c2c1 (stereo not drawn) | -5 | 6
Cc1ccc(S(=O)(=O)N/N=C/c2cc(Br)c(C)o2)cc1 | -7 | 28
CCC(C)(C(=O)NC1CCCC1)N(Cc1cccs1)C(=O)Cc1cccs1 (stereo not drawn) | 0 | 4
Cc1ccc(CNC(=O)COc2ccc(S(=O)(=O)NC(C)C)cc2)cc1 | -7 | -3
CC(C)NC(=O)C1CC(=O)N(C(C)c2ccccc2)C1 (stereo not drawn) | -15 | 27
CN1OC(COC(=O)c2ccccc2)CC1c1ccccc1 (stereo not drawn) | 2 | 14
O=C(O)CSc1nccn1-c1cccc(Cl)c1 | -3 | 5
COc1ccc(-c2[nH]nc3c2C(c2ccccc2OC(=O)N2CCOCC2)C(C#N)=C(N)O3)cc1 (stereo not drawn) | -4 | -1
Cc1noc(C)c1CSCC(=O)Nc1nc2ccc(Oc3ccccc3)cc2s1 | -2 | 1
CC(C)C(=O)Nc1c(-c2cccs2)c(=O)c2ccccc2n1C | -3 | 37
More structures.
SMILES | ARNT TACC3 PPI | INS-1E GSIS act
CC1CC2=C(NC(=S)NC2c2ccc(F)cc2)/C(=C/c2ccc(F)cc2)C1 (stereo not drawn) | 9 | -21
CCOC(=O)CC(=O)CSc1ccc2nnc(-c3cccc(F)c3)n2n1 | 9 | 13
CCC(C(=O)NC1CCCC1)N(C(=O)Cn1nnc(-c2ccc(C)o2)n1)c1cnc2ccccc2c1 (stereo not drawn) | -1 | -17
O=C(CSCc1nc2ccccc2[nH]1)Nc1ccccc1 | 1 | 0
O=C(NCCSCc1ccccc1)c1cc(S(=O)(=O)N2CCOCC2)ccc1F | 0 | 4
C/C(NC(=O)c1cccc(F)c1)=C1/C(=O)C[C@@H]2[C@H]1C2(C)C | 0 | -10
O=C1NC(c2ccccc2)(C(F)(F)F)C(=O)N1Cc1cccnc1 (stereo not drawn) | -1 | -11
COC(=O)CS(=O)(=O)c1cc(Br)cc2c1N(C(C)=O)CC2 | -5 | -2
COC(=O)c1[nH]c2ccccc2c1NC(=O)CN1CCN(c2cccc(Cl)c2)CC1 | 1 | -25
COc1cccc(-c2cn3nc(C)c(C)nc3n2)c1 | 5 | -8
Cc1ccc(S(=O)(=O)/N=C(\N)Nc2nc(C)c3ccc(C)cc3n2)cc1 | -4 | -38
O=C(C1CC1)N(CCN(C(=O)C1CC1)c1ccccc1)c1ccccc1 | -7 | 4
CCc1nnc2sc(-c3cc(-c4ccccc4)nc4ccccc34)nn12 | 6 | -2
CCCN(CCC)CCCNC(=O)c1cn(CCOC)c(=O)c2c1c1ccccc1n2C | 0 | -8
COc1cc(NC(=O)CCc2ccccc2)nc(OC)n1 | 3 | -7
Cc1cccc(C)c1OCC(=O)Nn1c(COc2ccccc2)nc2ccccc2c1=O | -2 | -3
CCOC(=O)CSc1nnc(CNC(=O)c2ccc(OC)cc2OC)n1C | -8 | -19
NC(=O)C1CCN(C(=O)c2cnn(-c3ccccc3)c2NC(=O)c2ccco2)CC1 | -4 | -1
CC(C)CCn1c(C(C)O)nc2ccccc21 (stereo not drawn) | 0 | 12
CCOC(=O)C1=C(C)NC2=C(C(=O)CC(C)(C)C2)C1c1coc2ccccc2c1=O (stereo not drawn) | 0 | 17
O=C1CC(N2CCCc3ccccc32)C(=O)N1c1ccccc1Cl (stereo not drawn) | -4 | -18
Cc1cccc(N2CCN(C(c3cccs3)c3nnnn3C(C)(C)C)CC2)c1C (stereo not drawn) | -5 | -18
Cc1cc(C)c(S(=O)(=O)ON2C(=O)c3ccccc3C2=O)cc1C | 7 | -1
O=C(CNS(=O)(=O)c1cccs1)N1CCCC1 | -6 | 10
CCC(=O)Oc1ccc(C(=O)Nc2cccc(C(=O)c3ccccc3)c2)cc1 | -2 | -29
New compounds follow
SMILES | ARNT TACC3 PPI | INS-1E GSIS act
Cc1ccc2c(c1)N(C(=O)CCC(=O)N1CCc3ccccc3C1)CCO2 | 6 | -4
CCOC(=O)COc1ccc(Cl)cc1C1NC(=O)NC(C)=C1C(C)=O (stereo not drawn) | -4 | 16
Cn1c(SCC(=O)Nc2nccs2)nnc1-c1ccc(S(=O)(=O)N2CCCC2)cc1 | 1 | 2
Cc1ccc2[nH]c(=O)c(CN(CCCN(C)C)C(=O)Nc3ccc(Cl)cc3)cc2c1 | 0 | -14
O=C(Cc1cccs1)Nc1nnc(Cc2ccccc2)s1 | -1 | -4
O=C(Nn1c(C2CCC2)nc2ccccc2c1=O)C1CCC1 | -9 | -6
CCOC(=O)Cn1nc(-c2ccc(F)cc2)oc1=O | -4 | 24
C1CCC2=NCCCN2CC1 | -3 | 2
COc1cc(C(=O)Nc2ccc3c(c2)C(=O)N(CCC(=O)O)C3=O)cc(OC)c1OC | 6 | -2
Cc1ccc(SC(C)C(=O)NCc2cccnc2)cc1 (stereo not drawn) | -3 | 11
CCn1c2ccccc2c2cc(NC(C)=O)ccc21 | -6 | -7
CC(NC(=O)c1ccc(Cl)s1)C1CCCO1 (stereo not drawn) | -3 | 18
O=C(O)C1CCCCC1C(=O)Nc1nccs1 (stereo not drawn) | -1 | 20
COC(=O)c1ccc(C)c(NC(=O)CN(c2ccc3c(c2)OCO3)S(C)(=O)=O)c1 | -6 | 9
Cc1ccc(C(=O)O)cc1S(=O)(=O)N1CCOCC1 | 3 | 0
Cc1nc2nc(C)c(CCC(=O)N3CCc4ccccc43)c(C)n2n1 | 2 | 12
CCOC(=O)c1cnc(SCC(=O)N2CCc3ccccc32)nc1N | 4 | -2
Cc1ccc(C(=O)N/C(=C/C=C/c2ccccc2)C(=O)NCc2ccco2)cc1 | 0 | -8
Cc1cc(Cl)ccc1Oc1nc(-c2ccccc2)ncc1S(C)(=O)=O | 1 | 150*
Cc1ccc(Cn2c(SCc3cccnc3)nc3c2c(=O)n(C)c(=O)n3C)cc1 | -24 | -3
O=c1oc(-c2cccs2)nc2sc3c(c12)CCCC3 | 0 | 10
CCCN1C(=O)/C(=C\c2ccncc2)SC1=Nc1ccccc1 | 2 | 8
COc1ccc(C(=O)CSc2nnc(NC(=O)C3CC(=O)N(c4ccccc4C)C3)s2)cc1 (stereo not drawn) | 0 | -3
O=C(NCCCN1CCN(c2cccc(Cl)c2)CC1)C1(S(=O)(=O)c2ccc(Cl)cc2)CC1 | 3 | -7
Cc1ccc(NC(=O)C2C(=O)N(CCO)C3(C)CC2c2ccccc2O3)cc1 (stereo not drawn) | -8 | -12

An excerpt from above in order of length of the SMILES, high to low.
SMILES | ARNT TACC3 PPI | INS-1E GSIS act
O=C(NCCCN1CCN(c2cccc(Cl)c2)CC1)C1(S(=O)(=O)c2ccc(Cl)cc2)CC1 | 3 | -7
COc1cc(C(=O)Nc2ccc3c(c2)C(=O)N(CCC(=O)O)C3=O)cc(OC)c1OC | 6 | -2
Cc1ccc2[nH]c(=O)c(CN(CCCN(C)C)C(=O)Nc3ccc(Cl)cc3)cc2c1 | 0 | -14
Cn1c(SCC(=O)Nc2nccs2)nnc1-c1ccc(S(=O)(=O)N2CCCC2)cc1 | 1 | 2
Cc1ccc(C(=O)N/C(=C/C=C/c2ccccc2)C(=O)NCc2ccco2)cc1 | 0 | -8
Cc1ccc(Cn2c(SCc3cccnc3)nc3c2c(=O)n(C)c(=O)n3C)cc1 | -24 | -3
Cc1ccc(NC(=O)C2C(=O)N(CCO)C3(C)CC2c2ccccc2O3)cc1 (stereo not drawn) | -8 | -12
CCOC(=O)COc1ccc(Cl)cc1C1NC(=O)NC(C)=C1C(C)=O (stereo not drawn) | -4 | 16
Cc1cc(Cl)ccc1Oc1nc(-c2ccccc2)ncc1S(C)(=O)=O | 1 | 150*
Cc1nc2nc(C)c(CCC(=O)N3CCc4ccccc43)c(C)n2n1 | 2 | 12
CCOC(=O)c1cnc(SCC(=O)N2CCc3ccccc32)nc1N | 4 | -2
CCCN1C(=O)/C(=C\c2ccncc2)SC1=Nc1ccccc1 | 2 | 8
O=C(Nn1c(C2CCC2)nc2ccccc2c1=O)C1CCC1 | -9 | -6
Cc1ccc(C(=O)O)cc1S(=O)(=O)N1CCOCC1 | 3 | 0
CCOC(=O)Cn1nc(-c2ccc(F)cc2)oc1=O | -4 | 24
CCn1c2ccccc2c2cc(NC(C)=O)ccc21 | -6 | -7
CC(NC(=O)c1ccc(Cl)s1)C1CCCO1 (stereo not drawn) | -3 | 18
O=C(O)C1CCCCC1C(=O)Nc1nccs1 (stereo not drawn) | -1 | 20

Next section:
SMILES | ARNT TACC3 PPI | INS-1E GSIS act
CCOc1ccc(CCNC(=O)C2CCN(c3ccc(N4CCOCC4)nn3)CC2)cc1OCC | -3 | -4
CCOC(=O)c1c(C)c(C(=O)NC2CCCCCC2)c(C)n1C | 7 | 1
COc1ccc(-n2c(C)cc(C(=O)COc3ccc(-n4cnnn4)cc3)c2C)cc1 | 14 | 10
Cc1cc(=O)n2nc(N3CCCC3C(=O)NCc3ccccn3)sc2n1 (stereo not drawn) | 0 | -20
O=C(COc1ccc(Br)cc1)Nc1ccncc1 | 2 | 4
COc1cccc(N2C(=O)C(CC(=O)Nc3ccc(F)cc3)N(C3CCCCC3)C2=O)c1 (stereo not drawn) | 1 | -6
O=C(NCc1cccs1)C1CCC(=O)N1C1CCCCC1 (stereo not drawn) | -3 | 12
COc1ccc(OC)c(S(=O)(=O)N(C)CC(=O)O)c1 | -8 | 14
Cc1ccc(NC(=O)NC(=O)CSc2nnnn2C)c(C)c1 | -2 | 15
COc1ccc(N2CCN(C(=O)c3ccc(Oc4ccc(C(F)(F)F)cn4)cc3)CC2)cc1 | -11 | -18
CCOc1ccc(N(C(C)C(=O)N/N=C(\C)c2cccc(NC(=O)c3ccccc3)c2)S(C)(=O)=O)cc1 (stereo not drawn) | -4 | -28
CCOC(=O)N1CCC2(CC1)C(C#N)=C(N)Oc1c2sc2nc(C)cc(C)c12 | -3 | 15
COc1ccc(C2Nc3ccccc3C(=O)N2c2ccc(C)cc2)cc1COc1ccccn1 (stereo not drawn) | -5 | -14
CCCCOC(=O)CCc1nc2ccccc2[nH]1 | -6 | 8
Cc1cc(C)n(CC(O)Cn2c3ccccc3c3ccccc32)n1 (stereo not drawn) | 2 | -4
Cc1cc(Br)ccc1NC(=O)CNC(=O)CSc1n[nH]c(N)n1 | 2 | 12
CCOC(=O)/C(C#N)=C(\N)C(C)C(=O)Nc1ccccn1 (stereo not drawn) | -2 | 10
CN(c1ccc(C(=O)NCCSCc2ccccc2)cc1)S(=O)(=O)c1ccccc1 | -1 | -6
Cc1[nH]n(-c2ccc(Br)cc2)c(=O)c1C=Nc1ccc(S(=O)(=O)Nc2nccs2)cc1 | 5 | -37
CCOC(=O)c1ccc(-c2cc(C)no2)[nH]1 | -20 | -14
CC1(C)CC(=O)C(C=NCCN2CCN(C(=S)Nc3cccc(Cl)c3)CC2)=C(O)C1 | -4 | 4
Cc1ccc(NC2=C([N+](=O)[O-])CS(=O)(=O)C2)cc1 | 1 | 25
S=C(NCc1ccccc1)NCC1COc2ccccc2O1 (stereo not drawn) | -1 | -13
Cc1cc(C(=O)NN=C2C3CC4CC(C3)CC2C4)c2ccccc2n1 | -4 | 10
CS(=O)(=O)N(CCc1ccccc1)CC(=O)N1CCN(c2ccccc2)CC1 | 2 | 0
Later entries
SMILES | ARNT TACC3 PPI | INS-1E GSIS act
COc1ccccc1C(OC(=O)c1cccs1)C(=O)NCC1CCCO1 (stereo not drawn) | -3 | 57*
CCOC(=O)c1ccc(CS(=O)c2ccc(Cl)cc2)o1 (stereo not drawn) | -12 | -7
O=C(c1cccs1)N1CCN(CCCc2ccccc2)CC1 | -4 | 2
Cc1nc(=O)c(-c2ccccc2)c(C)n1-c1ccc(O)cc1 | 1 | -3
Cc1cc(C)c(C(=O)COC(=O)CCNS(=O)(=O)c2c(Cl)cccc2Cl)cc1C | 1 | -37
Cc1nc2nc(COc3ccccc3)[nH]n2c(=O)c1C | -9 | 24
CN(C(=O)CN1C(=O)c2ccccc2S1(=O)=O)c1ccccc1C(=O)O | -8 | 19
O=C(CSCc1ccc(F)cc1)N1CCOCC1 | -5 | 5
O=C(CCNc1ccccc1)c1cccc([N+](=O)[O-])c1 | -7 | 7
COc1ccc(NC(=O)c2oc3ccccc3c2NC(=O)c2ccco2)c(OC)c1 | 1 | -2
O=C(Cc1ccccc1)CC1(O)C(=O)Nc2ccccc21 (stereo not drawn) | -4 | -8
O=C(NCC(=O)N(c1cnc2ccccc2c1)C(C(=O)NC1CCCC1)c1ccncc1)c1ccco1 (stereo not drawn) | -20 | 7

The list is partial; the hit share may differ from the screen's.
